Screening results from PubChem.
FBA Mtb inh = inhibitors of M. tuberculosis fructose-bisphosphate aldolase | purified M. tuberculosis FBA, fluorescence read-out | inhibition, % at 1 µM | actives 2.3% (n = 360,000) | AID 588726; in the data active = inhibition above about 27%;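 also: 0% = vehicle and 100% = reference inhibitor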
Target sequence (P9WQA3 whole entry, looked up): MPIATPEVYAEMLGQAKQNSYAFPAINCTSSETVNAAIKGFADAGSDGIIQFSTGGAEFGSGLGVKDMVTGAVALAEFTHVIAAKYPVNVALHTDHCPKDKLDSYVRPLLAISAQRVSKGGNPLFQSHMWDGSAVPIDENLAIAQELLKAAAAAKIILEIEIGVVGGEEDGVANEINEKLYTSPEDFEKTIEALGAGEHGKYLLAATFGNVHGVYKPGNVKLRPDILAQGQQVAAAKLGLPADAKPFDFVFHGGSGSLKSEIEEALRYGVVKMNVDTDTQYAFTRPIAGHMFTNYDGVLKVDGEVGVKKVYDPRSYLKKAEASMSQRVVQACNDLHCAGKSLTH
BioA inh = BioA (M. tuberculosis) enzyme inhibition; actives 0.096% (n = 360,000); inhibition, % at 9.99 µM; purified M. tuberculosis BioA enzyme, plate reader; in the data active = inhibition above about 40%; inconclusive = no clear call, values can overlap the other calls
BoNT-F LC inh = BoNT F light chain protease inhibition. Multiplex microsphere protease cleavage assay, flow cytometry. actives 0.22% (n = 360,000). inhibition, % at 10 µM; in the data active = inhibition above about 35%, passing the limit was not always enough; inconclusive = no clear call, values can overlap the other calls; also: plate controls were buffer without enzyme for full effect and enzyme alone for no effect
FadD28 FP inh = inhibitors of Mycobacterium tuberculosis FadD28 bisubstrate binding; actives 0.22% (n = 360,000); FadD28 bisubstrate probe binding, fluorescence polarization; inhibition, % at 12.5 µM; in the data active = inhibition above about 8.5%, passing the limit was not always enough; inconclusive = no clear call, values can overlap the other calls
Rv3671c protease = Rv3671c (M. tuberculosis) protease inhibition; actives 0.048% (n = 320,000); P9WHR9; AID 2606; inhibition, % at 5.96 µM; in the data active = inhibition above about 38%;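 also: extracellular domain of Rv3671c used as enzyme; 0% = enzyme with DMSO and 100% = no enzyme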
GDH-TPI inh = GDH-TPI coupled enzyme inhibition counter-screen | inhibition, % at 4.8 µM | AID 588335 | GDH-TPI coupled enzyme counterscreen, NADH absorbance | actives 1.2% (n = 360,000);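 also: 0% = DMSO wells and 100% = wells lacking the enzyme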
CCHFV vOTU inh = blocks the CCHF virus ovarian tumor domain protease; CCHFV vOTU protease, Pep-AMC fluorescence; actives 0.55% (n = 370,000); inhibition, % at 11.5 µM; AID 651958; also: 0% = vehicle wells with enzyme and 100% = no enzyme wells
UGM FP inh = Mtb UDP-galactopyranose mutase inhibition. P9WIQ1. purified UGM, fluorescence polarization probe displacement. inhibition, % at 10 µM. actives 0.06% (n = 320,000); in the data active = inhibition above about 10%, passing the limit was not always enough; inconclusive = no clear call, values can overlap the other calls
Target sequence (P9WIQ1 whole entry, looked up): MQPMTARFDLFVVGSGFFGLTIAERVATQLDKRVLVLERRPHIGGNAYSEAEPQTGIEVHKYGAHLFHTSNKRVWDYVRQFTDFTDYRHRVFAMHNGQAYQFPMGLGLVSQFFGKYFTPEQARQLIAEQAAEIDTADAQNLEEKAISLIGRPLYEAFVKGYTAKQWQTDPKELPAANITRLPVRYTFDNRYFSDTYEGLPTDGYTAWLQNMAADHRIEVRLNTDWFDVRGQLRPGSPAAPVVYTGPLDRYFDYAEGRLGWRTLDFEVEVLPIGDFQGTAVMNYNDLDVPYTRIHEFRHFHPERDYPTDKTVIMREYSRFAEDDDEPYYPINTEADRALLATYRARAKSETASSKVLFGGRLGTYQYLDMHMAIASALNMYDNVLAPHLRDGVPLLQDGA
DUSP3 inh = inhibitors of human VHR1 phosphatase (DUSP3); P51452; recombinant VHR phosphatase, pNPP absorbance; AID 1654; inhibition, % at 13.3 µM; actives 0.52% (n = 290,000); in the data active = inhibition above about 50%; also: some compounds called inactive have numbers as strong as hits
Target sequence (P51452 whole entry, looked up): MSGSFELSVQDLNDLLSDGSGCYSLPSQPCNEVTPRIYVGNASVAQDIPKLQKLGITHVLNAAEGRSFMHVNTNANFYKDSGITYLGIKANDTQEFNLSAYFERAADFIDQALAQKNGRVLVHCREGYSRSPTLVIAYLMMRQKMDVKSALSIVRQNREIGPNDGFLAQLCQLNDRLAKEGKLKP
MazF activator = activators of E. coli MazEF toxin-antitoxin RNase. FAM/BHQ RNA-DNA oligo cleavage fluorescence, 5 h. activation, % at 20 µM. actives 0.32% (n = 350,000). P0AE70; in the data active = activation above about 50%
Target sequence (P0AE70 whole entry, looked up): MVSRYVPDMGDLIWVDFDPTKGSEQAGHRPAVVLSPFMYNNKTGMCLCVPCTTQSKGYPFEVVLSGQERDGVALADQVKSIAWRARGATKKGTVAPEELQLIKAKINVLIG
Active calls of the source: *; ? = inconclusive; . = not tested or not shown. Rule as the data show it, unless noted: active = inhibition above about 30%; inactive = the rest.

SMILES	FBA Mtb inh	BioA inh	BoNT-F LC inh	FadD28 FP inh	Rv3671c protease	GDH-TPI inh	CCHFV vOTU inh	UGM FP inh	DUSP3 inh	MazF activator
OC1O[C@H](c2ccc3c(c2)OCO3)[C@H]2CO[C@H](c3ccc4c(c3)OCO4)[C@@H]12 (stereo not given in full)	-1	2.2	1	-4.5	-6	-3	0	-0.6	-4	2
COc1ccc(-c2nnc(NC(=O)C3CCCN3S(=O)(=O)c3cccs3)o2)cc1 (stereo not given)	-1	-0.1	-4	-2.3	-2	4	-14	-0.7	.	0
C=C(C)c1cccc(C(C)(C)NC(=O)NCc2cccnc2)c1	-1	.	2	-1.4	5	-3	10	-1.9	1	4
Cc1ccc(C2c3sc(=O)[nH]c3SC3C4CC(C5C(=O)N(C(C)C(=O)O)C(=O)C45)C23)cc1 (stereo not given)	2	-1.0	2	-2.3	-5	6	5	2.0	-3	-1
CC(C)CC(NC(=O)CCC(=O)OCC(=O)[C@@]1(O)CCC2[C@@H]3CCC4=CC(=O)C=C[C@]4(C)C3[C@@H](O)C[C@@]21C)C(=O)O (stereo not given in full)	4	-0.1	-19	0.3	2	-2	1	-1.9	-4	7
CCOc1ccc(C(=O)NCCN2CCCC2)cc1	5	.	-6	-0.3	-6	12	10	-0.9	30	-1
COc1ccc(C(=O)Nc2cccc3c2CCCC3)cc1	1	-0.3	6	-4.5	-5	-10	-1	-2.5	-12	0
Cc1ccccc1CN1Cc2cnnn2-c2ccccc2C1C#N (stereo not given)	2	5.0	-6	-2.1	.	0	-5	.	.	1
Cc1ccc(C(=O)NC(=S)NNC(=O)c2ccccc2O)cc1	0	-0.8	?	0.2	4	16	-3	0.4	14	-2
Cc1c(C(=O)OCCOC(C)C)[nH]c2c1C(=O)CC(c1ccco1)C2 (stereo not given)	-2	-0.9	1	-1.4	7	-8	.	-1.1	3	6
Nc1cc(=O)[nH]c(SCC(=O)NNC(=O)Cc2ccccc2)n1	-4	.	-3	-3.9	-12	5	2	-0.8	13	4
COc1ccc2oc(=O)c(C(=O)OCc3ccccc3)cc2c1	21	-2.0	-1	-2.2	-6	-3	-48	0.2	4	3
COCC(=O)N1CCC(Oc2ccc(C(=O)N[C@H](C(=O)OC)C(C)C)cc2)CC1	1	-0.8	1	-1.9	-7	-3	-10	-2.5	-7	8
Nc1nnc(SCCN2C(=O)c3ccccc3C2=O)s1	0	.	1	0.7	-11	11	3	-1.7	-19	2
O=C(c1ccccc1)N1C(=O)C(c2ccccc2)Oc2ccccc21 (stereo not given)	-5	.	?	-0.8	29	4	5	1.1	-14	-18
CC(=NOC(=O)c1ccc(I)cc1)c1nccs1	3	-0.6	-1	0.9	.	14	12	.	.	.
CCn1c(SCC(=O)N/N=C/c2ccc(OC)c(OC)c2)nc2ccccc21	0	1.9	-2	0.7	-4	12	2	-2.7	3	0
Cc1cc(N2CCN(C)CC2)nc2ccc(NC(=O)CCC(=O)NCCc3ccc(Cl)cc3)cc12	8	-0.8	9	-0.3	.	17	-2	.	2	10
O=C(NCCCCCCNC(=O)c1cccs1)c1cccs1	0	.	-5	-2.5	-3	-2	-1	-0.9	0	1
Cc1cc(C(=O)N/N=C/c2ccncc2)c2ccccc2n1	3	1.0	15	0.4	7	5	-9	-0.2	-9	6
CC(C)c1ccccc1NC(=O)Nc1nnc([C@H]2C[C@H](O)[C@@H](CO)O2)s1	-2	-0.1	-2	-2.9	.	-7	-11	.	.	.
O=C(CC(c1ccco1)S(=O)(=O)c1ccccc1)c1ccccc1 (stereo not given)	3	0.1	0	0.1	6	19	-1	-1.3	8	-11
CCOC(=O)Cn1nc(C)cc1NC(=O)c1cc(OC)c(OC)c(OC)c1	2	-0.7	10	-3.3	-14	-6	4	-0.4	2	9
Cc1occc1-c1nnc(SCC(N)=O)n1Cc1ccccc1	3	1.5	-5	-1.1	7	14	-7	2.3	6	3
CCCCCCNC(=O)CCc1nc2cccnc2n1Cc1ccc(OC)cc1	4	.	5	-0.4	.	5	12	2.2	5	6
CC1(C(=O)O)CCC2(C)CCC3(C)C(=CC(=O)C4C5(C)CCC(=O)C(C)(C)C5CCC43C)C2C1 (stereo not given)	-4	-0.1	-1	-2.4	.	-2	4	.	.	7
CC(O)(c1ccccc1)c1nc(-c2ccc(F)c(Cl)c2)cs1 (stereo not given)	1	-1.4	1	-1.9	.	7	2	.	.	.
Cc1ccc2nc(C)c(C(=O)N/N=C/c3ccccc3[N+](=O)[O-])cc2c1	-5	1.4	15	-1.4	1	3	-13	-1.4	3	6
CCC(C)n1c(O)c(C=NCCN2CCOCC2)c(=O)[nH]c1=S (stereo not given)	1	.	-6	-0.7	-8	25	-1	-1.9	6	-2
O=C(/C=C/c1ccccc1Cl)NCCc1ccccc1	-4	-0.1	-2	-6.4	-4	4	.	0.0	12	-3
CCCC(=O)Nc1cc(=O)[nH]c2ncnn12	-1	-0.6	-7	-1.6	2	5	3	0.1	0	1
CCOC(=O)C1CCN(C(=O)c2ccccc2NS(=O)(=O)c2ccc(F)c(F)c2)CC1	1	1.7	-2	-1.6	6	9	5	0.0	-4	-5
CC(=O)OC1CC2(C)/C(=N\O)CCC2C2CCc3cc(O)ccc3C12 (stereo not given)	-3	1.0	18	-3.8	.	-2	20	-1.2	62	-6
CCN(CC)CCCNC(=O)c1cc(Sc2nnc(C)s2)nc2ccccc12	2	.	4	-3.6	-3	6	-5	25*	-7	9
Cc1noc(C)c1CSCC(=O)OCC(=O)Nc1ccc(OC(F)(F)F)cc1	-1	0.8	2	-4.4	.	1	2	.	.	2
CCOC(=O)C1(C)CCN1C(=O)c1cccs1 (stereo not given)	-3	-2.5	0	-3.1	.	0	-14	.	.	.
C=CCCC(=O)N1C[C@H]2CON(C)[C@H]2C[C@H]1c1cccc(Br)c1	-1	1.6	-2	-4.3	.	5	4	.	.	1
COC(=O)c1cccc(NC(=S)N2CCCCC2)c1	1	2.1	-5	-3.6	-8	6	-9	-0.2	15	6
Cc1ccc(NC(=S)NCc2cccs2)cc1	-2	.	2	-2.6	8	-1	-6	.	6	8
CCO[C@@H]1c2c(ccc3ccc(=O)oc23)OC(C)(C)[C@@H]1O	57*	1.1	2	-0.9	-1	20	-24	-0.1	.	9
CCN(CC)CCCN(C(=O)c1cccs1)c1nc(-c2ccc(OC)cc2)cs1	-2	3.6	-9	-4.1	-5	11	.	0.7	1	20
COc1ccc(NC(=O)CSCC(=O)N=c2sccn2C)cc1	1	0.4	7	1.5	-3	1	5	0.9	14	6
Cc1ccccc1NC(=O)Cc1nnc(SCC(=O)N2CCOCC2)n1C	0	-1.5	5	-2.6	0	-1	-2	1.1	25	-4
O=c1cc(-c2ccc(O)c(O)c2)oc2cc(O)c(C3OC(CO)C(O)C(O)C3O)c(O)c12 (stereo not given)	-2	1.0	10	2.7	-1	9	17	-1.3	35	3
CCCCN(C(=O)CSc1nnc(-c2ccccc2OC)n1C)c1c(N)n(Cc2ccccc2)c(=O)[nH]c1=O	1	.	-2	-0.1	-2	2	6	0.3	4	-3
COc1ccc(-c2sc(NC(=O)c3ccc(C)cc3)nc2-c2ccc([N+](=O)[O-])cc2)cc1	1	.	12	-1.1	1	-9	2	2.0	38	8
CN1C(=O)c2ccccc2NC(=O)[C@]12O[C@@H]2c1cccc(O)c1	0	-3.8	2	-2.1	0	-2	-2	-1.3	-13	-87
C[C@@H]1Cn2cnc(C(=O)N[C@@H](C)C(=O)OC(C)(C)C)c2C(=O)N1	-2	-0.9	-2	-3.3	.	7	3	.	.	3
COc1cc(/C=N/n2cnnc2)ccc1OCCSc1ccc(C)cc1	-3	-0.1	0	-0.8	-1	14	17	-1.2	5	11
Cc1ccccc1C(=O)N1CCC(C(=O)N(C)CCOc2ccccc2)CC1	-1	0.4	1	-4.0	0	-3	-3	1.2	2	-6
Following part
SMILES	FBA Mtb inh	BioA inh	BoNT-F LC inh	FadD28 FP inh	Rv3671c protease	GDH-TPI inh	CCHFV vOTU inh	UGM FP inh	DUSP3 inh	MazF activator
CCOc1ccc(C(CC(=O)O)NC(=O)COc2ccccc2)cc1OC (stereo not given)	5	.	1	-1.3	-2	-1	-7	-0.5	8	3
CC(C)(C)C(=O)Nc1scc(-c2ccc(-c3ccccc3)cc2)c1C(=O)O	6	0.0	-1	0.7	-6	6	8	2.1	-35	2
CCOc1ccc(NC(=O)CN2CCN(CC(=O)c3ccc(OC)c(OC)c3)CC2)cc1	2	-0.8	11	-1.3	1	1	4	-0.2	18	4
CCOC(=O)c1ccc(NC(=O)CN2C(=O)NC3(CCC(C)CC3)C2=O)cc1 (stereo not given)	-1	1.7	-13	-3.0	0	2	-4	-1.0	18	2
O=C(CSc1ccccn1)N1CCN(c2ncc(C(F)(F)F)cc2Cl)CC1	-1	24	?	-4.4	-3	-9	14	1.5	27	0
Cc1ccc(NC2CCCN(C(=O)C3CCCCC3)C2)cc1C (stereo not given)	1	1.2	4	-1.6	-4	10	11	0.3	-24	5
O=C(CN1C(=O)/C(=C/c2ccccc2Cl)SC1=S)NC1CCS(=O)(=O)C1 (stereo not given)	1	1.9	-5	0.7	-10	18	-4	1.6	-4	0
CC(=O)Oc1cccc(C(=O)Nc2ccc3c(c2)C(=O)N(CC2CCCO2)C3=O)c1 (stereo not given)	6	-1.8	-3	0.0	.	8	-13	-0.2	11	-4
Cc1cccc(N(C(=O)c2snc(C(N)=O)c2N)C(C(=O)NCC2CCCO2)c2ccc(N(C)C)cc2)c1C (stereo not given)	0	-1.0	-8	1.3	-5	7	0	-0.9	26	1
Cc1noc(C(=O)N2CCN(c3ccc(F)cc3)CC2)c1Cl	-1	2.1	-6	-1.9	-2	6	1	-0.7	-20	5
CC(C(=O)Nc1cccnc1)N1C(=O)C2C3C=CC(C3)C2C1=O (stereo not given)	-2	0.2	6	-3.8	-9	-7	-11	0.5	13	3
Cc1ccc(S(=O)(=O)NN=C2C(=O)C3CCC2C3Cl)cc1 (stereo not given)	-3	.	-5	-4.0	.	-3	9	.	.	-1
Cc1ccc(CNC(=O)C2CCCN(S(C)(=O)=O)C2)cc1 (stereo not given)	2	-1.0	-6	-1.7	-7	2	-20	-1.6	24	6
COc1ccc(/C=C/c2ccc3c(Br)ccc(O)c3n2)cc1	0	-0.5	-14	0.1	1	14	3	2.1	.	0
CC1(C(=O)NC2CCCCCCC2)CCC(=O)N1Cc1cccnc1 (stereo not given)	3	-2.0	-4	-0.2	-5	5	3	-0.7	49	1
O=C(NCC(c1cccnc1)N1CCN(c2ccc(F)cc2)CC1)Oc1ccccc1 (stereo not given)	-2	-0.8	-3	-3.6	2	-11	10	1.1	18	-5

Some of the entries so far, as labelled records:
Compound: Cc1cc(N2CCN(C)CC2)nc2ccc(NC(=O)CCC(=O)NCCc3ccc(Cl)cc3)cc12
  FBA Mtb inh: 8 | BioA inh: -0.8 | BoNT-F LC inh: 9 | FadD28 FP inh: -0.3 | Rv3671c protease: . | GDH-TPI inh: 17 | CCHFV vOTU inh: -2 | UGM FP inh: . | DUSP3 inh: 2 | MazF activator: 10

Compound: C=CCCC(=O)N1C[C@H]2CON(C)[C@H]2C[C@H]1c1cccc(Br)c1
  FBA Mtb inh: -1 | BioA inh: 1.6 | BoNT-F LC inh: -2 | FadD28 FP inh: -4.3 | Rv3671c protease: . | GDH-TPI inh: 5 | CCHFV vOTU inh: 4 | UGM FP inh: . | DUSP3 inh: . | MazF activator: 1

Compound: CCCC(=O)Nc1cc(=O)[nH]c2ncnn12
  FBA Mtb inh: -1 | BioA inh: -0.6 | BoNT-F LC inh: -7 | FadD28 FP inh: -1.6 | Rv3671c protease: 2 | GDH-TPI inh: 5 | CCHFV vOTU inh: 3 | UGM FP inh: 0.1 | DUSP3 inh: 0 | MazF activator: 1

Compound: CCO[C@@H]1c2c(ccc3ccc(=O)oc23)OC(C)(C)[C@@H]1O
  FBA Mtb inh: 57* | BioA inh: 1.1 | BoNT-F LC inh: 2 | FadD28 FP inh: -0.9 | Rv3671c protease: -1 | GDH-TPI inh: 20 | CCHFV vOTU inh: -24 | UGM FP inh: -0.1 | DUSP3 inh: . | MazF activator: 9
